OPRM1-OPRD1 ag: OPRM1-OPRD1 heterodimerization agonism | 340,000 compounds, 0.3% hits | P35372+P41143 | cells, luminescence | activation, % at 9.3 µM; in the data active = activation above about 18%;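 note: 0% = vehicle-treated cells and 100% = reference agonist; values of inactives mirror those of a sister screen read the other way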
C-LANA FP: KSHV C-LANA DNA binding inhibition. AID 504423. MBP-C-LANA/FAM-LBS DNA binding, fluorescence polarization. 340,000 compounds, 0.078% hits. inhibition, % at 9 µM;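 active = highest replicate inhibition at or above 60% at 9 µM, even if other replicates fall short; inactive = all replicates below 60% inhibition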;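 note: 0% = neutral control wells and 100% = 4 µM acridine orange control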
RTF Ca sens inh: cardiac RTF calcium desensitization; 340,000 compounds, 0.12% hits; IANBD-labeled cardiac RTF, Ca2+ fluorescence; P19429+P45379; inhibition, % at 7.15 µM;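 active = inhibition above the mean inhibition of all tested compounds plus 3 SD, cut at about 17% in these data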;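 note: assay run at fixed EC70 calcium of 1.6 mM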
cardiac RTF act: increases calcium sensitivity of human cardiac regulated thin filaments; IANBD-labeled TnC RTF fluorescence at EC20 calcium; 0% EC20 calcium, 100% full calcium; activation, % at 7.2 µM; 340,000 compounds, 0.24% hits; AID 493008;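 active = activation above the mean over all tested compounds plus 3 SD, cut at about 30% in these data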;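 note: rise in fluorescence read as greater calcium sensitivity of cardiac thin filaments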
Wnt act: activates Wnt/beta-catenin signaling in a reporter cell assay | activator, plate reader | 300,000 compounds, 1.2% hits | activation, % at 9.35 µM | AID 743398; in the data active = activation above about 30%, passing the limit was not always enough;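 note: 0% = neutral control wells and 100% = positive control wells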
Keap1-Nrf2 PPI: disrupts human Keap1 binding to Nrf2 peptide | 340,000 compounds, 0.15% hits | Q14145 | Keap1 Kelch-Nrf2 peptide fluorescence polarization, 1536-well | inhibition, % at 9.4 µM; in the data active = inhibition above about 12%;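 note: human Keap1 Kelch domain with fluorescein labeled Nrf2 9mer peptide probe; 0% = neutral control wells and 100% = peptide positive control; higher means more block of Keap1 binding to Nrf2 peptide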
Target sequence (Q14145 whole entry, looked up, the tested form may be a part): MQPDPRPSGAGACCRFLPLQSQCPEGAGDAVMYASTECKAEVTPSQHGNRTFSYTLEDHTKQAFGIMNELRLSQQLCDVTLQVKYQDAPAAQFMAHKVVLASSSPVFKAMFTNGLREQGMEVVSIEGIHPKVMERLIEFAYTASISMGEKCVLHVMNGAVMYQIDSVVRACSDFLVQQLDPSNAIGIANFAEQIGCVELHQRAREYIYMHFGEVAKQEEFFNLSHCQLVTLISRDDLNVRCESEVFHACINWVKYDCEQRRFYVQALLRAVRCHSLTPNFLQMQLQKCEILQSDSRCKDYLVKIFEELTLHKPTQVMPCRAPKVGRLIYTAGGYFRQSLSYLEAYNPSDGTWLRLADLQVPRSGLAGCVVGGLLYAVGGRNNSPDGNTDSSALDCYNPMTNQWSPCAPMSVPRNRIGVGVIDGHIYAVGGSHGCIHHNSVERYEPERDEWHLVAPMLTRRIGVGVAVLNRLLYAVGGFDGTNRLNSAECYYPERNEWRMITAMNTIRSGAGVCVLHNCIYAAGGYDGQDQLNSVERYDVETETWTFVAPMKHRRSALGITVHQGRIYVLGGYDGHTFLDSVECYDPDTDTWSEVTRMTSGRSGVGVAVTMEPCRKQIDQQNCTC
Arrestin-AP2 inh: human beta-arrestin and AP2 interaction inhibition | inhibition, % at 10 µM | 340,000 compounds, 0.31% hits | FITC-arrestin peptide / GST-AP2 beads, flow cytometry; AP2 beta2 appendage carries R879A mutation;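 active = inhibition above a set limit, near 3 SD of compounds lacking own fluorescence, cut at about 54% in these data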;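 note: plate controls were DMSO wells for no effect and 5 µM unlabelled arrestin peptide for full effect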
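System: GST-AP2 R879A glutathione beads | Also added: FITC-arrestin peptide, 50 nM | Times: 12 min plus 1 h, RT | Signal: Bead flow cytometry, FITC channel | Buffer or medium: PBS with 0.05% Tween 20 and 0.1% BSA | Read-out basis: Percent drop in bead-associated FITC signal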
V-ATPase pH: alters yeast V-ATPase proton transport; response, % at 10 µM; AID 504577; S. cerevisiae, pHLuorin cytosolic pH fluorescence; 350,000 compounds, 0.37% hits; in the data active = response mostly above about 7.3%, no sharp cut-off; inactive = mostly below about 5.4%; note: actives read high; inactives centre near 0; some compounds called inactive have numbers as strong as hits; reference of the scale not given here
MOR-DOR inv ag: mu-delta opioid heterodimer inverse agonism. P35372+P41143. cell-based MOR-DOR heterodimer luminescence. inhibition, % at 9.3 µM. 340,000 compounds, 0.21% hits. AID 504357; in the data active = inhibition above about 22%, passing the limit was not always enough;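 note: 0% = cells with DMSO and 100% = wells without cells with DMSO; values of inactives mirror those of a sister screen read the other way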
Pemphigus Ab inh: inhibitors of pemphigus antibody binding to human desmoglein-3 | binding (percent of control), % at 10 µM | DSG3-coupled beads, scFv-anti-DSG3-GFP binding, flow cytometry; stronger effect = lower value | P32926 | 310,000 compounds, 0.48% hits;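 active = binding more than 3 SD below its plate's average and above zero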; note: some compounds called inactive have numbers as strong as hits
Starred values were filed as active, the others as inactive; . = no result given. Random draw from the library; about 3.1% have a hit in one of these screens.

SMILES	OPRM1-OPRD1 ag	C-LANA FP	RTF Ca sens inh	cardiac RTF act	Wnt act	Keap1-Nrf2 PPI	Arrestin-AP2 inh	V-ATPase pH	MOR-DOR inv ag	Pemphigus Ab inh
Cc1cc(/C=N/NC(=O)COc2cccc3cccnc23)c(C)n1-c1ccc(O)cc1	-2.1	-1.3	0	-7	.	-4	3	0	13	98
CS(=O)(=O)N(CC(=O)Nc1ccc2c(c1)OCCO2)Cc1ccc(Cl)cc1	-4.7	0.3	-5	-6	-2	-4	-6	0	20	99
CCn1c(SCc2ccc(C(=O)OC)o2)nnc1-c1c[nH]c2ccccc12	-1.3	-0.4	-3	0	-3	0	-3	2	8	102
O=C(CNC(=S)N(Cc1ccccc1Cl)C1CCCC1)NCCN1CCOCC1	-1.6	2.7	-14	3	0	1	16	-2	8	101
CCOC(=O)CSc1nnc(NC(=O)c2cccc(S(=O)(=O)N3CCCCCC3)c2)s1	-2.2	0.5	-2	2	-10	3	-1	2	12	102
O=C(Nc1nnc(COc2ccccc2)s1)Nc1ccccc1F	3.2	-1.7	-6	1	4	5	-4	-2	-17	100
CCCC(=O)NC(C)c1nc2ccccc2n1C (centres undefined)	-0.7	-0.7	-9	2	-2	-3	16	-3	4	95
C=CCn1c(CSc2nc3ccccc3s2)n[nH]c1=S	-0.2	4.6	-4	-1	.	3	9	1	1	101
C=CCNc1oc(C2CCCC2)nc1C#N	0.1	1.1	-13	-2	-1	-6	-7	2	0	100
CC(C)CC(O)C1CCN(C(=O)CCc2nnc(-c3ccccc3)o2)CC1 (centres undefined)	-1.0	-0.4	-2	1	0	-2	8	3	5	103
CCn1c(=O)c(C(=O)CN2CCOCC2)c(N)n(Cc2ccccc2)c1=O	-1.3	0.7	-2	5	-6	-3	26	-1	7	105
O=C(COc1ccccc1Cl)NCCNC(=O)c1cnccn1	-1.5	0.6	-2	-3	1	-3	2	-4	9	117
COCc1cc(C)nc(SCc2ccccc2)c1C#N	0.0	0.7	-3	3	0	2	1	-4	0	114
C#CC1CCCCC1NC(=O)Nc1cnccc1C(F)(F)F (centres undefined)	-1.8	-0.9	-14	7	0	-4	-5	-1	9	109
COc1ccc(S(=O)(=O)N2CCN(C(=O)NC3CCCCC3)CC2)cc1OC	0.6	-2.3	1	-2	.	-1	26	-2	-4	100
Cc1ccc(Oc2ccc3c(c2)C(=O)N(c2ccc(S(=O)(=O)Nc4nccs4)cc2)C3=O)cc1	-0.7	-0.5	-4	1	-1	2	-5	3	4	96
CN(C(=O)CN1C(=O)S/C(=C\c2ccc(F)cc2)C1=O)C1CCS(=O)(=O)C1 (centres undefined)	-3.7	-1.2	3	-4	2	-2	-9	2	20	100
O=C(O)COc1ccccc1/C=N/NC(=O)c1cc2ccccc2cc1O	-1.2	0.1	-9	7	13	-3	15	-5	6	88
Cc1cc(OC(=O)c2cc(Cl)nc3ccccc23)ccc1Cl	-0.5	0.7	-5	-1	.	-1	-3	-4	2	103
CC1CCCN(C(=O)C2CCN(CC3CC=CCC3)CC2)C1 (centres undefined)	-3.2	-0.7	-10	-2	.	-4	-9	.	19	99
Cc1cc(C)cc(NC(=O)CSc2nnc(-c3ccccc3)n2N)c1	0.7	-1.9	7	6	3	-5	2	3	-4	90
CCOC(=O)C1=C(C)Nc2ncnn2C1c1cccs1 (centres undefined)	5.0	20	-4	1	-1	-5	4	-5	-29	.
CCN(CC)c1ccc(C(=O)N/N=C(\C)c2cccnc2)cc1	-4.3	0.0	-3	3	0	-5	-1	1	20	113
Cc1cc(C(F)(F)F)nn1Cc1n[nH]c(=S)n1-c1ccc(F)cc1	-1.3	0.4	-2	2	.	0	-2	5	7	.
CCOc1ccccc1/C=c1\sc2ncnn2c1=O	0.6	-0.7	-10	-1	-1	-3	-4	6	-3	113
CCc1nnc(NC(=O)CCN(c2ccc(C)cc2)S(=O)(=O)c2ccccc2)s1	-1.8	2.7	7	5	1	0	18	-2	9	.
O=C(/C=C/c1ccco1)N(Cc1ccccc1)C1CCS(=O)(=O)C1 (centres undefined)	-2.1	-1.2	3	0	1	-5	-16	-4	10	105
COc1cc(C(C#N)N2CCCCC2)ccc1O (centres undefined)	-2.2	1.8	-9	-3	-4	-3	-9	2	10	.
CCOc1cccc(SCc2noc(C(=O)NCC3CCCO3)c2C(=O)O)c1 (centres undefined)	0.0	2.0	-6	10	-3	-3	0	2	0	102
O=C(NNC1CC(=O)N(c2ccc(Cl)cc2)C1=O)c1ccco1 (centres undefined)	-2.2	1.1	-19	4	-1	3	9	-1	11	98

Taken from the listing (4 entries):
SMILES	OPRM1-OPRD1 ag	C-LANA FP	RTF Ca sens inh	cardiac RTF act	Wnt act	Keap1-Nrf2 PPI	Arrestin-AP2 inh	V-ATPase pH	MOR-DOR inv ag	Pemphigus Ab inh
Cc1ccc(Oc2ccc3c(c2)C(=O)N(c2ccc(S(=O)(=O)Nc4nccs4)cc2)C3=O)cc1	-0.7	-0.5	-4	1	-1	2	-5	3	4	96
CN(C(=O)CN1C(=O)S/C(=C\c2ccc(F)cc2)C1=O)C1CCS(=O)(=O)C1 (centres undefined)	-3.7	-1.2	3	-4	2	-2	-9	2	20	100
O=C(O)COc1ccccc1/C=N/NC(=O)c1cc2ccccc2cc1O	-1.2	0.1	-9	7	13	-3	15	-5	6	88
Cc1cc(OC(=O)c2cc(Cl)nc3ccccc23)ccc1Cl	-0.5	0.7	-5	-1	.	-1	-3	-4	2	103

Retrieved by structure from above:
SMILES	OPRM1-OPRD1 ag	C-LANA FP	RTF Ca sens inh	cardiac RTF act	Wnt act	Keap1-Nrf2 PPI	Arrestin-AP2 inh	V-ATPase pH	MOR-DOR inv ag	Pemphigus Ab inh
Cc1ccc(Oc2ccc3c(c2)C(=O)N(c2ccc(S(=O)(=O)Nc4nccs4)cc2)C3=O)cc1	-0.7	-0.5	-4	1	-1	2	-5	3	4	96
O=C(/C=C/c1ccco1)N(Cc1ccccc1)C1CCS(=O)(=O)C1 (centres undefined)	-2.1	-1.2	3	0	1	-5	-16	-4	10	105
O=C(NNC1CC(=O)N(c2ccc(Cl)cc2)C1=O)c1ccco1 (centres undefined)	-2.2	1.1	-19	4	-1	3	9	-1	11	98
COc1cc(C(C#N)N2CCCCC2)ccc1O (centres undefined)	-2.2	1.8	-9	-3	-4	-3	-9	2	10	.

Remaining list, next part:
SMILES	OPRM1-OPRD1 ag	C-LANA FP	RTF Ca sens inh	cardiac RTF act	Wnt act	Keap1-Nrf2 PPI	Arrestin-AP2 inh	V-ATPase pH	MOR-DOR inv ag	Pemphigus Ab inh
O=C(CSc1nc2c(cnn2-c2ccccc2)c(=O)[nH]1)N1N=C(c2cccs2)CC1c1ccc(F)cc1 (centres undefined)	-1.2	0.8	-6	-3	1	3	30	-4	7	105
CC1CCc2nc3ccc(S(=O)(=O)N4CCC(C(=O)NCc5ccccc5Cl)CC4)cc3c(C(=O)O)c2C1 (centres undefined)	0.2	-0.8	-2	0	-3	-2	-24	-2	-1	107
CC(=O)Nc1ccc(Nc2ccc([N+](=O)[O-])cn2)cc1	-3.9	0.7	-8	-2	-1	2	-7	0	21	102
CCOc1ccccc1N1C(=O)c2ccc(C(=O)Nc3cccnc3)cc2C1=O	-0.5	0.2	-4	3	-1	1	3	-3	3	101
Cc1nn(-c2ccccc2)c(C)c1NC(=O)COc1ccc(Br)cc1Cl	-1.4	-1.2	-4	0	-3	-8	-9	-2	7	109
CC1CN(S(=O)(=O)c2ccc(C(=O)Nc3nccs3)cc2)CC(C)O1 (centres undefined)	-0.1	-1.3	-3	-1	1	2	17	-1	1	101
CCOc1cc(C(=O)Nc2cc(F)ccc2C)ccc1OCC(=O)N1CCOCC1	-0.5	-2.5	-3	5	0	-5	-5	-1	2	107
Cc1ccccc1-c1nc(-c2ccc(NC(=O)c3ccc4c(c3)OCO4)cc2)no1	1.6	0.0	-9	5	.	-5	0	4	-7	102
COc1ccc(N(CC(=O)NCCc2ccc(OC)c(OC)c2)S(=O)(=O)c2c(C)noc2C)cc1	-1.8	0.3	-3	-1	-1	2	-6	-2	9	89
COC(=O)CN(C)C(=O)CC1C(=O)NCCN1CC(C)(C)C (centres undefined)	1.4	1.0	6	2	.	-1	7	4	-10	112
CCn1ccc(=O)c2cc3c(cc21)OCO3	-2.9	1.4	7	-1	-1	-1	0	1	16	97
CN(Cc1c(C(=O)N/N=C/c2ccc(F)cc2)nnn1-c1nonc1N)C1CCCCC1	-1.4	0.6	2	-5	1	-5	19	4	7	94

Arranged by number of heavy atoms (rising): part of the list above
SMILES	OPRM1-OPRD1 ag	C-LANA FP	RTF Ca sens inh	cardiac RTF act	Wnt act	Keap1-Nrf2 PPI	Arrestin-AP2 inh	V-ATPase pH	MOR-DOR inv ag	Pemphigus Ab inh
CCn1ccc(=O)c2cc3c(cc21)OCO3	-2.9	1.4	7	-1	-1	-1	0	1	16	97
COC(=O)CN(C)C(=O)CC1C(=O)NCCN1CC(C)(C)C (centres undefined)	1.4	1.0	6	2	.	-1	7	4	-10	112
CCOc1cc(C(=O)Nc2cc(F)ccc2C)ccc1OCC(=O)N1CCOCC1	-0.5	-2.5	-3	5	0	-5	-5	-1	2	107

Screens as filed in PubChem BioAssay.
